Vif-APOBEC3F blk – qHTS for Inhibitors of Vif-A3F Interactions: qHTS | 0.2% of 390,000 active | HeLa A3F-eYFP + Vif (tagged APOBEC3F with the HIV-1 protein that degrades it), YFP fluorescence increase | Potency, µM (highest dose often 46.1 µM), for the others: at the top dose activity, negative = active; note: potency is the fitted concentration of half-maximal effect; % of control where 0% means no effect; nearly all actives have a fitted effect of over 65% in size
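HeLa cells stably expressing A3F-eYFP plus Vif, plated and incubated overnight at 37 deg C, then exposed to compounds overnight at 37 deg C. Blocked degradation read as raised yellow fluorescence (Ex 488/Em 500-530).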
RXFP1 ag – qHTS Assay for Agonists of the Relaxin Receptor RXFP1; HEK293T-RXFP1 cAMP TR-FRET, 30 min; response scale: percent of porcine relaxin response, buffer zero; Relaxin receptor 1 (Homo sapiens), Q9HBX9; Potency, µM (top dose mostly 57.5 µM), without a hit: top-dose activation, actives largely listed as activators; AID 2676, 2010; 0.3% of 370,000 active; note: potency is the fitted concentration of half-maximal effect; % is set by controls: 0 for no effect and ±100 for the full control effect; nearly all actives have a fitted effect of over 60% in size; many of its hits are not listed in these tables
Target sequence (Q9HBX9 whole entry, looked up): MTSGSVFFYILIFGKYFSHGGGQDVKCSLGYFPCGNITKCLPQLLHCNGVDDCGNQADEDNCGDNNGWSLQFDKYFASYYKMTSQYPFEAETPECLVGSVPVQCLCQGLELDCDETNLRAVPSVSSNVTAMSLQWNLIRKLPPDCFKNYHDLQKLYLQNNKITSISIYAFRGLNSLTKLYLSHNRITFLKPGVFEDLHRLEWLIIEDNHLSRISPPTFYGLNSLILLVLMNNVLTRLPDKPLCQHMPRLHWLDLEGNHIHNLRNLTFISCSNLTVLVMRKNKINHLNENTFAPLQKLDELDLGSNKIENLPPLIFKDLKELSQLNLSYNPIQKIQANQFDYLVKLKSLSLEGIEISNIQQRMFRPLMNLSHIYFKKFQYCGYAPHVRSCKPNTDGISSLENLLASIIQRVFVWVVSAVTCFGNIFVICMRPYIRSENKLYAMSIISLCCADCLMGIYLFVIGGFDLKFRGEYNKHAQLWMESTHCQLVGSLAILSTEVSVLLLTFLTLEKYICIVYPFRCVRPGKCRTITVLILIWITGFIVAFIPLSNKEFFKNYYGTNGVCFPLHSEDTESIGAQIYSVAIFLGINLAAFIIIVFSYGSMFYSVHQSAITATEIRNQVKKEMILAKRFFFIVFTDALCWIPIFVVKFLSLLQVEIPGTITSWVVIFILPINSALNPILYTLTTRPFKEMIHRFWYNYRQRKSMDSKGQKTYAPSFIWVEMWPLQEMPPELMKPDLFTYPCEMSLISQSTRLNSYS
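HEK293 cells stably expressing RXFP1, treated 30 min at 37C with compounds plus PDE4 inhibitor Ro 20174; cAMP measured by HTRF TR-FRET. Normalized to buffer and 29 nM porcine relaxin; EC50 by Hill fit.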
Vif-A3G inh – qHTS for Inhibitors of Vif-A3G Interactions: qHTS | AID 602310, 2012 | HeLa A3G-eYFP + Vif (tagged APOBEC3G with the HIV-1 protein that degrades it), YFP fluorescence, overnight | 0.076% of 410,000 active | DNA dC->dU-editing enzyme APOBEC-3G (Homo sapiens), Q9HC16 | Potency, µM (series often up to 46.1 µM), for the others: top-dose activity, negative = active, usual class: inhibitors;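 note: potency is the fitted concentration of half-maximal effect; % is set by controls: 0 for no effect and ±100 for the full control effect; nearly all actives have a fitted effect of over 60% in size; hits raise eYFP signal because A3G escapes Vif-driven loss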
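HeLa cells stably expressing Vif and C-terminally eYFP-tagged A3G, seeded overnight at 37 deg C, then exposed to compound by pintool overnight at 37 deg C. Rise in yellow fluorescence (Ex 488/Em 500-530, Acumen) marks blocked Vif-driven A3G degradation.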
USP1 inh – Inhibitors of USP1/UAF1: Primary Screen; Ubiquitin carboxyl-terminal hydrolase 1 (Homo sapiens), O94782; recombinant USP1/UAF1, Ub-Rhodamine cleavage fluorescence; Potency, µM (series often up to 57.1 µM), for inactives: at the top dose activity change, negative = inhibition, actives largely listed as inhibitors; 0.23% of 390,000 active; note: potency is the fitted concentration of half-maximal effect; % is set by controls: 0 for no effect and ±100 for the full control effect; nearly all actives have a fitted effect of over 60% in size; inactives centre near -12
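Step one: compound is pinned into 1nM USP1/UAF1 in HEPES pH 7.8 buffer with TCEP. Step two: 15 min room-temperature incubation. Step three: Ub-Rho (150nM final) starts cleavage, tracked by fluorescence over six one-minute reads.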
PI4K2A block – qHTS for small molecular inhibitors of PI4K2A; purified PI4K2A, ADP-Glo luminescence, 1 h; stronger effect = lower value; activity change, negative = inhibition, % at 76.9 µM; 0.13% of 420,000 active; Phosphatidylinositol 4-kinase type 2-alpha (Homo sapiens), Q9BTU6; AID 1346378, 2018; in the data active = activity change below about -50%; inconclusive = mostly about -30% to -49%;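 note: -100% = wells without enzyme as full effect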
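Compounds are screened against recombinant PI4K2A using PI as substrate and ATP, the latter dispensed at 300 microM. Reactions run one hour at ambient temperature before ADP-Glo detection; full inhibition defined by wells lacking enzyme.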
TrxR1 substrate – qHTS Assay for Substrates of Mammalian Selenoprotein Thioredoxin Reductase 1 (TrxR1): qHTS; Thioredoxin reductase 1, cytoplasmic (Rattus norvegicus), O89049; purified TrxR1 substrate turnover, NADPH consumption readout; Potency, µM (titrated, usually from 114 µM), for the others: at the top dose activity change, negative = substrate turnover; 0.01% of 390,000 active; note: potency is the fitted concentration of half-maximal effect; % is set by controls: 0 for no effect and ±100 for the full control effect; nearly all actives have a fitted effect of over 50% in size
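Rat TrxR1, dispensed at 90 nM, was prereduced with 400 uM NADPH (final) for 5 min at ~22 deg C, then incubated with compound 15 min before 400 uM selenite. A first-read NADPH fluorescence drop versus no-compound background flagged substrates.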
GRP78 ERSR act – qHTS for Inducers of the Endoplasmic Reticulum Stress Response (ERSR) in Human Glioma: qHTS; U87-MG GRP78 promoter luciferase reporter, 16 h; Potency, µM, for inactives: at the top dose activation, usual class: activators; 0.02% of 420,000 active; AID 602332, 2012; note: potency is the fitted concentration of half-maximal effect; series mostly up to about 76 µM; % of control where 0% means no effect; nearly all actives have a fitted effect of over 35% in size
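ERSR induction read as luciferase luminescence (Bright-Glo, 10 min at room temperature) in stably transfected human U87-MG glioma cells exposed to compounds for 16 h, using GRP78 as sensor.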
mIDH1 inhibitor – qHTS for Inhibitors of mutant isocitrate dehydrogenase 1 (IDH1): qHTS. IDH1-R132H enzyme, NADPH consumption, diaphorase/resazurin fluorescence. 0.093% of 390,000 active. Potency, µM (series often up to 76.6 µM), inactives show at the highest dose activity change, negative = inhibition, hits mostly inhibitors. Isocitrate dehydrogenase [NADP] cytoplasmic (Homo sapiens), O75874; note: potency is the fitted concentration of half-maximal effect; % is set by controls: 0 for no effect and ±100 for the full control effect; nearly all actives have a fitted effect of over 65% in size
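IDH1-R132H (0.5 ug/mL) preincubated 30 min with compound, then NADPH (0.016 mM) and alpha-KG (2 mM) added; 80 min at RT, pH 7.5. Remaining NADPH coupled via diaphorase/resazurin to fluorescence (540/590 nm); concentration-response curves normalized to no-enzyme control.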
LDHA inh – qHTS assay for inhibitors of human lactate dehydrogenase; L-lactate dehydrogenase A chain (Homo sapiens), P00338; purified LDHA, NADH/diaphorase-resazurin fluorescence; stronger effect = lower value; activity change, % (values are at about 110 or 230 µM); 0.15% of 480,000 active; in the data active = activity change below about -30%; inconclusive = mostly about -25% to -30%;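 note: plate controls were DMSO wells for no effect and wells without enzyme for full effect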
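Human LDH5 at 2 nM final in Tris HCl pH 7.4 with 0.06 mM NADH and 0.2 mM pyruvate, reacted 5 minutes at room temperature. Remaining NADH coupled via diaphorase/resazurin; resorufin fluorescence read at 0 and 20 minutes, normalized to enzyme-free and DMSO wells.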
Numbers without * were called inactive; ? = inconclusive; . = not tested or not shown; & = joins results of further samples; [ ] = remark or other dose. Unless noted, calls come from the whole dose curve; as a rule, active = well fitted curve in the direction sought with a large enough effect; inconclusive = small, poorly fitted or top-dose-only effect, or another doubt; inactive = no such curve, though single readings can be large; an effect the other way counts as inactive or inconclusive. These rows are one share of the data; the hit share may differ from the screen's.

SMILES	Vif-APOBEC3F blk	RXFP1 ag	Vif-A3G inh	USP1 inh	PI4K2A block	TrxR1 substrate	GRP78 ERSR act	mIDH1 inhibitor	LDHA inh
N#CC1(NC(=O)COC(=O)Cn2[nH]c(=O)c3ccccc3c2=O)CCCCC1	-16%	1.6%	0%	-17%	-1	-2%	-7%	1%	0
O=C(O)c1ncn(Cc2ccc(Br)cc2)c1C(=O)O	-15%	-1.1%	5%	-16%	1	0%	-1%	2%	5
Cc1ccc(-c2nn3c(C)nnc3s2)cc1NC(=O)c1ccc(-c2cccc(Cl)c2)o1	.	0.9%	?	?	-6&0	-5%&9%	5%	4%	-8&9&-2&-4
O=c1cc(CSc2nnnn2-c2ccc(O)cc2)nc2sccn12	?	11%	-4%	-26%	0	0%[57.1 µM]	-4%	-1%	-15
O=C(Cc1ccc(Cl)cc1)NCC(=O)N1CCCCCC1	0%	0.3%	-1%	-11%	1	5%	-6%	-15%	-10
CC1CCCN(S(=O)(=O)c2ccc3[nH]c4c(c3c2)CCCC4)C1 (centres undefined)	1%	2.2%	3%	-15%	1	1%	-1%	-4%	-1
CCOC(=O)c1c(C)oc2nc(C)nc(N3CCN(c4ccc(C)cc4C)CC3)c12	-1%	2.0%	1%	15%	3	-2%	-2%	-4%	-11
CS(=O)(=O)N(CC(=O)Nc1ccccc1C(=O)NCc1ccco1)c1ccccc1F	-1%	-0.6%	0%	-12%	0	7%[57.1 µM]	-1%	5%	-4
CCOC(=O)[C@@H]1[C@H]2COc3cc(OC)ccc3[C@H]2N2C(=O)N(c3cccc(Cl)c3)C(=O)[C@@]12C	-3%	-0.1%	1%	-22%	-3	2%[57.1 µM]	-1%	-10%	-2
Cc1ccc(-c2csc(N3CCN(CCCn4c(-c5ccncc5)nc5ccccc54)CC3)n2)cc1	-1%	-0.9%	-13%	-34%	-1	-9%	-3%	-5%[38.3 µM]	-1
CCCCc1nc2ccc(F)cc2cc1C	.	.	0%	.	-1	.	-4%	.	-8
Cc1ccc(Nc2nc(OC(C(F)(F)F)C(F)(F)F)nc(N3CCOCC3)n2)cc1	-2%	-2.9%	-6%	-23%	1	4%[57.1 µM]	-8%	-4%	-6
COC(=O)c1ccc(NC(=O)Cn2cnc3c2c(=O)n(C)c(=O)n3C)cc1	-4%	?	-1%	-6%	-2	1%	-2%	-18%	-7
CCC/C(=N\NC(=O)C1CC1)c1ccccc1	-1%	.	1%	-13%	10	3%	2%	-4%	0
CCN(CC(=O)Nc1c(F)cccc1F)C(=O)c1ccc(N2CCCCC2)c([N+](=O)[O-])c1	2%	0.8%	-1%	-10%	-1	-2%	-3%	7%	3
CCOC(=O)c1ccc(NC(=O)Nc2cccc(C)n2)cc1	-4%	1.1%	-2%	-9%	-1	0%	-1%	-3%	0
CCCNC(=O)CS(=O)Cc1nc(-c2ccccc2C)oc1C (centres undefined)	2%	-0.3%	-2%	-9%	-7	2%[57.1 µM]	0%	13%	-1
CC(C)NC(=O)COC(=O)c1ccc(S(=O)(=O)N2CCCC2)cc1	-1%	1.9%	-1%	-6%	0	-7%	0%	-2%	-9
COc1cccc(CC(Cc2nc3ccccc3[nH]2)c2nc3ccccc3[nH]2)c1 (centres undefined)	-10%	-0.2%	-8%	-16%	-2	7%[57.1 µM]	0%	0%	0
O=C(O)Cc1c(C(=O)O)nnn1-c1cccc(C(F)(F)F)c1	13%	1.3%	0%	-34%	2	2%[57.1 µM]	-5%	9%	-2
COc1ccc(OC)c(NC(=O)CSc2ncnc3c2cnn3-c2ccccc2Cl)c1	1%	1.7%	1%	?	2	-3%	-1%	-5%	-9
O=C1Cc2cccc3cccc1c23	0%	1.4%	1%	5%	0	68%[activator]	-4%	3%	1
Cc1ccccc1OCCNC(=O)/C=C/c1ccc([N+](=O)[O-])cc1	9%	-1.3%	0%	?	-2	-3%[57.1 µM]	-2%	3%	-13
Fc1ccc(NC(=S)N2N=CCC2c2ccccc2)cc1 (centres undefined)	-15%	-1.6%	1%	-18%	-6	-8%	14%	1%	0
Clc1ccc(Cn2cc(Br)cn2)cc1Cl	-2%	0.5%	-4%	-8%	-3	5%	-1%	9%	0
CCN(CC)S(=O)(=O)c1ccc2c(c1)N(CC(=O)NCCCN1CCN(c3ccccc3F)CC1)C(=O)CO2	-2%	0.7%	0%	-5%	2	4%	-1%	-7%	-1
CCOC(=O)C(C)Oc1ccc2c(CC)cc(=O)oc2c1C (centres undefined)	-6%	3.3%	-1%	-1%	-4	18%[57.1 µM]	-4%	4%	5&-5
CC1CCCN(CCOc2ccc3ccccc3c2Br)C1 (centres undefined)	-18%	4.4%	0%	?	3	-5%[57.1 µM]	-2%	2%	-16
Cc1ccc(CSc2nnc(-n3c(=O)c(C#N)cc4c(=O)n5cc(C)ccc5nc43)s2)cc1	.	4.4%	.	-12%	5	16%	.	.	-3
COc1ccc(NC(=O)C2CCCN(S(=O)(=O)c3ccc4[nH]c(=O)ccc4c3)C2)cc1Cl (centres undefined)	7%	20%	1%	2%	2	-3%	-4%	-5%	-9
Cn1cccc1C(=O)NCc1ccccn1	?	3.4%	-4%	-7%	1	-4%	1%	1%	-3
COc1ccc(N2C(=O)CSC23C(=O)Nc2ccccc23)cc1OC (centres undefined)	2%	0.7%	0%	-6%	-2	11%[57.1 µM]	-5%	-2%	1
O=C(NCC[C@@H]1C[C@@H]2C=C[C@H]1C2)c1cc(COc2ccc(F)cc2F)on1	2%	-1.4%	3%	-17%	5	-7%	1%	5%	-5
O=C(NCCN1CCOCC1)/C(=C/c1ccc(F)cc1)NC(=O)c1ccccc1	-3%	-1.2%	5%	0%	-2	10%[57.1 µM]	-3%	4%	-6
O=C(Nc1cnccn1)Nc1ccccc1Cl	6%	-2.9%	-2%	-6%	-4	1%[57.1 µM]	12%	12%	2
COc1cc(NC(=S)NCCCN2CCOCC2)c(OC)cc1NC(=O)c1ccco1	2%	0.1%	-6%	-27%	0	-7%	-3%	-8%	-10
CCn1c(SCC(=O)NC2CC2)nnc1-c1ccc(OC)cc1	4%	2.4%	2%	-6%	3	-3%	-1%	4%	-4
O=C(Nc1nccs1)c1cccnc1	-23%	1.9%	2%	-13%	6	4%[57.1 µM]	-1%	-2%	-8
CCCCN1C(=O)/C(=C2/Sc3ccccc3N2C)S/C1=N\c1ncn[nH]1	22µM*	2.0%	-9%	?	3	4%	9%	-6%	-2
COc1ccc(OCC(=O)N2c3ccccc3CC2C)c([N+](=O)[O-])c1 (centres undefined)	0%	.	-8%	?	-3	-2%	1%	3%	10
O=C(CN(C(=O)c1ccc(Cl)cc1)N1C(=O)C2CCCCC2C1=O)c1ccc(Cl)cc1 (centres undefined)	0%	-3.8%	0%	-20%	5	-4%	1%	-9%	-13
O=C(O)CN(CCN(CC(=O)O)CC(=O)O)CCN(CC(=O)O)CC(=O)O	.	.	.	.	0	-4%[57.1 µM]	-5%&-6%&-5%	.	?
Cc1cccc(NC(=O)CSc2nc(NS(=O)(=O)c3ccccc3)cc(=O)[nH]2)c1	1%	-2.9%	1%	-16%	-19	-2%	-4%	1%	-5
COCc1ccc(C(=O)N2CCCC(CCC(=O)NCc3ccccc3F)C2)o1 (centres undefined)	-32%	1.4%	?	1%	-4	7%[57.1 µM]	0%	5%	-4
O=C(COC(=O)CCc1c[nH]c2ccccc12)Nc1ccccc1C(F)(F)F	-3%	0.3%	-7%	-16%	-22	-7%	-4%	0%	0
CCOc1ccc(C(=O)NCC2OCCc3ccccc32)cc1 (centres undefined)	-16%	-1.5%	0%	-9%	-1	9%	1%	4%	-2
CCC(N=c1cc(-c2ccc(OC)c(OC)c2)oc2ccc(C)cc12)C(=O)O (centres undefined)	4%	3.7%	-1%	-3%	1	-1%	3%	0%	-2
CC(Sc1nnc(N)s1)C(=O)Nc1ccc(N2CCOCC2)cc1 (centres undefined)	4%	0.5%	2%	5%	8	5%[57.1 µM]	-1%	3%	-6

Full records as entered above. Order of screens: Vif-APOBEC3F blk	RXFP1 ag	Vif-A3G inh	USP1 inh	PI4K2A block	TrxR1 substrate	GRP78 ERSR act	mIDH1 inhibitor	LDHA inh
O=C(COC(=O)CCc1c[nH]c2ccccc12)Nc1ccccc1C(F)(F)F in the list: -3%	0.3%	-7%	-16%	-22	-7%	-4%	0%	0
CCC(N=c1cc(-c2ccc(OC)c(OC)c2)oc2ccc(C)cc12)C(=O)O (centres undefined) in the list: 4%	3.7%	-1%	-3%	1	-1%	3%	0%	-2

Screening data deposited in PubChem BioAssay by National Center for Advancing Translational Sciences (NCATS).
